Source: PubChem BioAssay
GRK2 inh – inhibitors of human GRK2 displacing RNA aptamer; P25098; bead flow cytometry, FAM-aptamer displacement from GRK2; inhibition of aptamer binding, % at 10 µM; actives 0.59% (n = 330,000);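 active = inhibition of aptamer binding above 40%, roughly 3 SD of noise, on plates passing a quality check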;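 also: median bead fluorescence of bound FAM aptamer so fluorescent compounds give negative values; no value below 0 was filed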
Target sequence (P25098 whole entry, looked up): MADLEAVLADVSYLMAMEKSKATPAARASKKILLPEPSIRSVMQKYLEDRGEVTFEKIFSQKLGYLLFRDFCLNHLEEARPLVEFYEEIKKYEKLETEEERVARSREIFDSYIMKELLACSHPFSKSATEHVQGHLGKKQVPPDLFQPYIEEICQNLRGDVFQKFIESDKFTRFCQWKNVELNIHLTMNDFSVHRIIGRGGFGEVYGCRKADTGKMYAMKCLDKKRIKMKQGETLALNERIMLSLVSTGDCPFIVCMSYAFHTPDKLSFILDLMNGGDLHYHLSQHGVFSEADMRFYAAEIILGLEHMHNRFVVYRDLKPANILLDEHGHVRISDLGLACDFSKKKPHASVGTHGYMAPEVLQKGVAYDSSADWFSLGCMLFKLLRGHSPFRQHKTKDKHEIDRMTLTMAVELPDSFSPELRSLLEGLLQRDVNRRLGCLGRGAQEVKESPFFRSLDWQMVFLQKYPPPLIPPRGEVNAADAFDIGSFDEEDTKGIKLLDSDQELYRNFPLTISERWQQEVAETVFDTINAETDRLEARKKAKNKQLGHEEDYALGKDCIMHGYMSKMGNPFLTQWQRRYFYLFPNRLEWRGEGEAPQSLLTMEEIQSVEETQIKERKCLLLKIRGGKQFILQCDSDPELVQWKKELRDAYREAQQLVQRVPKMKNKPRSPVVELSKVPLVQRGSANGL
GLD-1 RNA inh – GLD-1-TGE RNA interaction inhibition (C. elegans) | inhibition, % at 5.96 µM | Q17339 | actives 0.44% (n = 320,000) | AID 2280 | purified GLD-1 + fluorescein TGE RNA, fluorescence polarization;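 active = percent inhibition above a per-plate cutoff, the plate mean of test compounds plus 3 SD, cut at about 30% in these data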;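 also: 0% = DMSO wells with GLD-1 and probe and 100% = wells lacking GLD-1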
Bcl-xL primary – inhibitors of human Bcl-xL | Q07817 | GST-Bcl-xL / FITC-Bim BH3 peptide fluorescence polarization | inhibition, % at 10.9 µM | actives 0.7% (n = 320,000) | AID 2129;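 active = inhibition above the mean of all tested compounds plus 3 SD, cutoff set per campaign, cut at about 30% in these data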;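 also: 0% = DMSO wells and 100% = unlabeled Bim-BH3 peptide competitor; inhibitors lower millipolarization by displacing the labeled peptide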
Target sequence (Q07817 whole entry, looked up): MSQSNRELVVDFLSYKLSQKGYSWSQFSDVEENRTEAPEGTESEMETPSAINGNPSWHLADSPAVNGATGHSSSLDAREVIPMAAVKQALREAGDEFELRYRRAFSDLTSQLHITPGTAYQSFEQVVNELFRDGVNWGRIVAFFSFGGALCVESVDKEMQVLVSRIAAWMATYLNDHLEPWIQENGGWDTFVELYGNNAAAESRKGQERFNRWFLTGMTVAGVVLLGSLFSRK
CIT2 TOR yeast – alters CIT2-GFP fluorescence in TOR pathway yeast screen; AID 2029; S. cerevisiae CIT2-GFP strain, flow cytometry, 3 h; 100 means same as DMSO wells; GFP response vs DMSO, % at 10 µM; actives 0.065% (n = 320,000);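 active = GFP response relative to DMSO above a set limit, near the screen mean plus 3 SD, cut at about 150% in these data; inconclusive = Fewer than 70 cells measured for a yeast strain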;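 also: ratio of well median GFP fluorescence to mean of DMSO wells on the plate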
VLA-4 inh – inhibition in a human VLA-4 binding assay | actives 0.2% (n = 330,000) | inhibition, % (about 7 µM as worked out from the volumes in the protocol) | VLA-4 expressing cells, ligand binding flow cytometry | AID 2557 | P13612; in the data active = inhibition above about 50%
MEX-5 binding – C. elegans MEX-5 TCR-2 RNA binding activity | Q9XUB2 | MEX-5/FITC-TCR2 RNA binding, fluorescence polarization; stronger effect = lower value | activity score (negative = inhibition of binding), % at 10 µM | actives 0.38% (n = 300,000) | AID 1832;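 active = inhibition past about -25% in most replicates, and total fluorescence under double the plate's negative control median, limit read from the data; inconclusive = replicates evenly split on the limit, or fluorescence at least double controls; inactive = too little inhibition in most replicates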;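 also: 0% = DMSO and -100% = 5 µM competing unlabeled TCR2 RNA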
AGP1-GFP MLPCN – yeast TOR pathway AGP1-GFP modulation. GFP response vs DMSO, % at 10 µM. actives 0.02% (n = 320,000). S. cerevisiae AGP1-GFP multiplex flow cytometry, 3 h; GFP as percent of DMSO wells;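 active = GFP response relative to DMSO above a set limit, near screen average plus 3 SD, cut at about 150% in these data; inconclusive = fewer than 70 cells counted for the yeast strain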;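 also: median GFP channel fluorescence of the gated AGP1 strain per well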
Fam108B counter – counter-screen for RBBP9 inhibitors: inhibitors of mouse Fam108B | recombinant Fam108B, FP-Rh probe fluorescence polarization | inhibition, % at 9.51 µM | actives 0.33% (n = 300,000) | AID 1947;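 active = inhibition above the screen mean inhibition plus 3 SD, computed separately per campaign, cut at about 18% in these data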;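 also: inhibitors lower polarization as less probe binds the enzyme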
MCL1-BIM inh – disrupts human MCL1 binding to BIM-BH3 peptide. GST-MCL1 / FITC-Bim-BH3 fluorescence polarization. inhibition, % at 10.9 µM. actives 0.68% (n = 320,000);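 active = inhibition above the mean inhibition of all tested compounds plus 3 SD, set per campaign, cut at about 40% in these data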;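 also: 0% = DMSO wells and 100% = unlabeled Bim-BH3 peptide control; higher means more loss of mP so more displacement of Bim peptide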
Starred values were filed as active, the others as inactive; ? = inconclusive; . = no result given; [ ] = remark or other dose.

SMILES	GRK2 inh	GLD-1 RNA inh	Bcl-xL primary	CIT2 TOR yeast	VLA-4 inh	MEX-5 binding	AGP1-GFP MLPCN	Fam108B counter	MCL1-BIM inh
Cc1ccc(N2CCCn3c2cc(C)c(C#N)c3=O)cc1C	2	-1	2	99	-2	1.6	105	0	9
CCCCC[C@@H]1C=C(C(=O)O)[C@H](c2ccc(OC)c(OC)c2)N1S(=O)(=O)c1ccc(C)cc1	0	4	.	88	27	.	90	.	.
Cc1cs/c(=N\N=C\c2ccc(O)cc2)n1Cc1ccco1	0	21	9	90	8	0.9	101	6	21
Nc1c2c(nc3ccn(-c4ccccc4)c(=O)c13)CCCCC2	0	-1	-2	107	6	-0.1	102	4	0
Cc1cc(C)c(S(=O)(=O)N2CCC(C(=O)OCc3c(C)noc3C)CC2)c(C)c1	2	-1	11	101	9	.	93	.	11
COc1ccc(S(=O)(=O)N2CCN(Cc3c[nH]c4ccccc34)CC2)cc1	0	1	1	98	31	-0.6	99	4	12
CC(NCc1ccc(OCc2ccc(Cl)cc2)cc1)C(O)c1ccccc1 (stereo unspecified)	0	-1	-3	89	3	-0.9	98	3	-4
O=C(CC(CC(=O)c1ccccc1)C(=O)O)c1ccccc1	3	5	4	112	-13	0.5	110	2	4
CCN(c1ccccc1)S(=O)(=O)c1cccc(C(=O)NCC2(N(C)C)CCCCC2)c1	2	3	-5	94	7	.	100	.	-5
O=C(Nc1ncc(Cc2cc(Cl)ccc2Cl)s1)c1ccc([N+](=O)[O-])cc1	0	-3	7	104	-12	-1.4	.	-5	10
CCOC(=O)CC1(NC(=O)C2CCC(=O)N(CCc3ccccc3)C2)CCCCC1 (stereo unspecified)	0	2	-1	98	24	-0.8	101	-3	-1
COC(=O)c1cc(NC(=O)Cc2ccccc2[N+](=O)[O-])cc(C(=O)OC)c1	1	6	6	102	-5	-0.1	89	-4	10
CC(C)N1CCN(Cc2ccc(OCc3ccccc3)cc2)CC1CCO (stereo unspecified)	0	-10	-1	100	-1	-1.1	97	-4	-4
O=C(c1ccc(COc2ccccc2Cl)o1)N1CCOCC1	0	-5	5	95	3	1.4	97	-3	9
C=CCNC(=O)/C(=C/c1cccc([N+](=O)[O-])c1)NC(=O)c1ccco1	3	0	2	98	7	-0.4	109	-4	1
Cc1ccc(C(=O)CSc2ncnc3sc4c(c23)CCCC4)cc1	2	3	3	102	10	-0.6	106	-1	8
Cc1cc(NC(=O)COc2ccc3ccccc3c2Br)no1	1	2	.	92	-1	.	94	.	.
CCn1c(/C=C/c2c(C)n(CC)c3ccccc23)nc2ccccc2c1=O	0	7	7	91	-22	2.5	92	4	4
COc1ccccc1-c1n[nH]c(=S)n1-c1ccccc1	2	-7	-8	111	-5	-1.5	101	12	-6
N#C/C(=C\c1ccc2c(c1)OCCO2)C(=O)Nc1ccc(C(=O)O)cc1	4	-3	-1	100	3	-2.6	94	0	-3
CCOC(=O)c1c(-c2ccc(C)cc2)csc1NC(=O)c1ccc(N2C(=O)CCC2=O)cc1	1	4	3	97	-5	0.3	95	3	7
CC(C)(C)n1nnnc1C(c1cccnc1)N(Cc1ccccc1)Cc1cccs1 (stereo unspecified)	0	2	-5	95	-6	-0.6	100	0	-4
CN1C(C(=O)Nc2ccc(OC(F)(F)F)cc2)=CC(c2ccc3c(c2)OCO3)=NS1(=O)=O	2	3	5	107	17	-4.9	106	-18	0
CCC(C)(C)n1nnnc1C(c1cc2cc(C)cc(C)c2[nH]c1=O)N1CCN(C(=O)c2ccco2)CC1 (stereo unspecified)	3	1	14	97	8	-2.1	98	-1	6
CCOc1ccc(Nc2ccc([N+](=O)[O-])c3nonc23)cc1	0	5	16	112	12	-2.5	97	3	1
Cc1ccc(S(=O)(=O)N2CCN(C(=O)Cn3c(=O)oc4ccccc43)CC2)c(C)c1	3	3	5	96	0	.	101	.	0
Cc1ccc(C(=O)NC(=S)NCc2cccnc2)cc1	0	2	5	92	-4	0.3	93	-3	12
O=c1c2cc3c(nc2[nH]c(=S)n1-c1ccccc1)CCCC3	1	3	6	97	-2	0.1	99	0	3
CCCC(C(=O)NC(C)(C)CC)N(Cc1ccco1)C(=O)CNS(=O)(=O)c1ccccc1 (stereo unspecified)	2	10	4	104	-6	0.4	98	1	2
CS(=O)(=O)c1ccc(Cl)c(C(=O)NCC2CCCCC2)c1	0	-2	-3	104	0	1.7	103	1	-13
Cc1cnc(C(=O)N2CCCC(C(=O)c3ccc(Cl)cc3C)C2)cn1 (stereo unspecified)	1	-1	-1	86	-4	-2.5	93	0	2
O=C(Cc1cnc2ncnn2c1)N1CCc2c([nH]c3ccccc23)C1c1ccccn1 (stereo unspecified)	0	-2	3	86	0	-3.5	.	-2	0
Cn1c(=O)n(C)c2cc(C(=O)c3ccccc3)ccc21	2	-1	9	98	3	-1.3	101	1	7
Cc1[nH]c(C)c(S(=O)(=O)N(Cc2ccccc2)C(C)C)c1C(=O)N1CCCC1	0	-7	0	93	11	1.9	91	3	7
Cc1ccc(N2C(=O)CC(N3CCN(C4CCc5ccccc5C4)CC3)C2=O)cc1 (stereo unspecified)	0	-1	1	108	1	-0.8	110	3	-3
Cc1cc(C)nc(Sc2c(C)n[nH]c2C)n1	0	5	1	103	12	0.3	97	0	-5
Cc1ccc(N2C(=O)C(O)(C(F)(F)F)C3=C2CC(C)(C)CC3=O)cc1C (stereo unspecified)	0	-3	5	123	4	1.5	116	-3	-2
COc1ccc(-n2c(C)cc(C(=O)CN3CCC(C)CC3)c2C)cc1	0	0	0	73	10	2.1	93	-1	-2
Cc1nn(-c2ccccc2)c(N2CCCC2)c1/C=N/NC(=O)c1cc(-c2ccccc2)nc2ccccc12	4	-4	5	101	2	2.4	98	-6	15
O=C(N[C@@H](Cc1ccccc1)C(=O)O)c1cccs1	1	-2	5	102	13	0.4	98	-2	4
COc1ccc(/C(C)=N/OC/C(O)=C(\C#N)c2nc3ccccc3[nH]2)c(OC)c1	0	4	2	102	-6	-2.7	95	3	3
N#C/C(=C(/O)c1ccc([N+](=O)[O-])cc1)c1nnc2n1CCCCC2	0	4	8	105	13	0.4	103	2	3
COc1cc(C(=O)NC(=S)Nc2ccc([N+](=O)[O-])cc2C)cc(OC)c1OC	9	3	4	96	6	-0.9	104	4	15
CC(C)OCCCNC(=O)Cn1ccc2cc(S(=O)(=O)N3CCCCCC3)ccc21	3	1	7	104	16	0.2	108	-1	3
COc1ccccc1N1C(=O)C2ON(c3ccccc3)C(c3ccc(N(C)C)cc3)C2C1=O (stereo unspecified)	1	-1	7	94	-131	.	102	4	1
COC(C(=O)Nc1cccc(F)c1)c1ccccc1 (stereo unspecified)	0	-1	9	96	11	1.1	106	-1	9
O=C1Nc2cccnc2N(C(=O)CCl)c2ccccc21	3	-3	6	101	0	0.8	89	1	-1
Cc1ccc2nc(-c3ccc(NC(=O)c4ccco4)cc3)[nH]c2c1	1	1	0	97	-21	-0.2	99	-6	2
CCCOc1ccc(N2CC(C(=O)NC(C)C)CC2=O)cc1 (stereo unspecified)	0	-2	-3	106	-1	0.4	110	6	-2
CCCCCCCCCC(=O)NNC(=O)c1c(O)c2ccccc2n(CC)c1=O	3	6	0	107	3	-3.4	106	0	-2

Next results:
SMILES	GRK2 inh	GLD-1 RNA inh	Bcl-xL primary	CIT2 TOR yeast	VLA-4 inh	MEX-5 binding	AGP1-GFP MLPCN	Fam108B counter	MCL1-BIM inh
CCOc1ccc(-n2cc(C(=O)Nc3cccc(OC)c3)c3cc(OC)c(OC)cc3c2=O)cc1	0	10	4	93	3	-0.2	101	-2	11
O=C(O)c1ccccc1C1=Nc2ccc(O)cc2Oc2cc(O)ccc21	36	135*	167*	?	0	?	33[may fluoresce violet]	18	196*
CC1CCN(C(c2ccc(N(C)C)cc2)c2nnnn2C(C)(C)C)CC1 (stereo unspecified)	1	8	9	106	20	1.6	101	4	13
COCCNS(=O)(=O)c1cc(Br)ccc1OC	1	4	3	101	.	1.5	103	-3	1
O=C(Cc1coc2ccc3ccccc3c12)Nc1nccs1	0	3	3	103	9	1.1	99	-2	-2
CCNC(=O)CC1C(=O)N(c2ccc(F)cc2)C(=S)N1CCc1ccncc1 (stereo unspecified)	1	-6	2	104	16	-0.1	102	-1	2
Cc1c(Cl)cnc(NC(=O)COC(=O)c2ccc(S(=O)(=O)NCc3ccco3)cc2)c1Cl	11	8	36*	102	-7	-2.8	97	-2	37
Cn1nnnc1SCC(=O)NCc1cc([N+](=O)[O-])ccc1O	3	6	3	91	14	-3.8	96	-1	-6
O=C(COC(=O)C1CC(=O)N(Cc2ccccc2)C1)Nc1ccccc1F (stereo unspecified)	0	-3	3	94	6	1.0	91	-2	4
Cc1ccc(OCC(=O)NN=C2C3CC4CC(C3)CC2C4)cc1	0	6	3	100	39	.	103	.	5

Arranged by formula weight (high to low): some entries from above.
SMILES	GRK2 inh	GLD-1 RNA inh	Bcl-xL primary	CIT2 TOR yeast	VLA-4 inh	MEX-5 binding	AGP1-GFP MLPCN	Fam108B counter	MCL1-BIM inh
Cc1c(Cl)cnc(NC(=O)COC(=O)c2ccc(S(=O)(=O)NCc3ccco3)cc2)c1Cl	11	8	36*	102	-7	-2.8	97	-2	37
CCOc1ccc(-n2cc(C(=O)Nc3cccc(OC)c3)c3cc(OC)c(OC)cc3c2=O)cc1	0	10	4	93	3	-0.2	101	-2	11
CCNC(=O)CC1C(=O)N(c2ccc(F)cc2)C(=S)N1CCc1ccncc1 (stereo unspecified)	1	-6	2	104	16	-0.1	102	-1	2
O=C(COC(=O)C1CC(=O)N(Cc2ccccc2)C1)Nc1ccccc1F (stereo unspecified)	0	-3	3	94	6	1.0	91	-2	4
Cn1nnnc1SCC(=O)NCc1cc([N+](=O)[O-])ccc1O	3	6	3	91	14	-3.8	96	-1	-6
Cc1ccc(OCC(=O)NN=C2C3CC4CC(C3)CC2C4)cc1	0	6	3	100	39	.	103	.	5

Three compounds already listed, ordered by their value in CIT2 TOR yeast, low to high:
smiles | CIT2 TOR yeast
COc1ccc(-n2c(C)cc(C(=O)CN3CCC(C)CC3)c2C)cc1 | 73
CCOC(=O)c1c(-c2ccc(C)cc2)csc1NC(=O)c1ccc(N2C(=O)CCC2=O)cc1 | 97
CC(C)OCCCNC(=O)Cn1ccc2cc(S(=O)(=O)N3CCCCCC3)ccc21 | 104
